Assay outcomes deposited in PubChem by Southern Research Specialized Biocontainment Screening Center.
M. tuberculosis HTS – M. tuberculosis growth inhibition, HTS (AID 449762); inhibition, % at 25 µM, or IC50 in µM where a hit was titrated; hit rate 0.59% among 330,000; M. tuberculosis H37Rv growth inhibition, 7H9 media; higher % means a stronger effect; in the data active means a potency from the dose series; inconclusive means inhibition above about 70% without an active follow-up result;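 further: bacterial growth assessed after seven days of incubation; strong numbers were not always called active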
H1N1 NS1A inhibition – NS1A inhibition, H1N1 influenza, cell based functional assay (AID 504329); NS1A functional cell-based assay, percent inhibition; higher % means a stronger effect; one-dose inhibition, % at 12.5 µM; IC50 in µM for titrated hits; hit rate 0.3% among 340,000; in the data active means a potency from the dose series; inconclusive means inhibition above about 27% without an active follow-up result; further: strong numbers were not always called active
tuberculosis growth – growth inhibition of non-replicating M. tuberculosis (AID 488890). Mycobacterium tuberculosis non-replicating, growth inhibition; higher % means a stronger effect. one-dose inhibition, % at 25 µM; IC50 in µM for titrated hits. hit rate 0.39% among 320,000; in the data active means a potency from the dose series; inconclusive means inhibition mostly from about 82% at the one dose, without a potency; inactive means the rest, 99 in 100 with inhibition below about 76%;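 further: plate controls were DMSO cells for no effect and high antibiotic wells for full effect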
VEEV TC-83 Vero – inhibitors of VEEV TC-83 cytopathic effect, confirmation, Vero cells (AID 588727) | Vero cells, VEEV TC-83 cytopathic effect inhibition; higher % means a stronger effect | hit rate 0.13% among 350,000 | inhibition, % at 20 µM, or IC50 in µM where a hit was titrated; in the data active means a potency from the dose series; inconclusive means inhibition mostly from about 14% at the one dose, without a potency; inactive means the rest, 99 in 100 with inhibition below about 12%; further: strong numbers were not always called active
PhoP GFP inhibition – PhoP regulon inhibitors, Salmonella typhi PhoP promoter GFP reporter, confirmatory (AID 1850); one-dose inhibition, % at 50 µM; IC50 in µM for titrated hits; Salmonella Typhi PhoP-promoter GFP reporter, fluorescence, 4 h; higher % means a stronger effect; hit rate 0.33% among 310,000; in the data active means a potency from the dose series; inconclusive means inhibition mostly from about 25% at the one dose, without a potency; inactive means the rest, 99 in 100 with inhibition below about 19%;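 further: 0% = induced wells with vehicle and 100% = uninduced wells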
VEEV TC-83 Vero 10K pilot screen – second read-out of VEEV TC-83 Vero, no call of its own (marks repeat the call); inhibition, %; measured here: 10K pilot screen inhibition
An asterisk follows results filed as active; i = inactive; ? = inconclusive; . = no result given; & = joins results of further samples.

SMILES	M. tuberculosis HTS	H1N1 NS1A inhibition	tuberculosis growth	VEEV TC-83 Vero	PhoP GFP inhibition	others
O=C(COc1nsnc1N1CCOCC1)Nc1ccc([N+](=O)[O-])cc1	-2%	7%	-8%	i	12%
Cn1c(=O)c2[nH]c(Cc3ccsc3)nc2n(C)c1=O	.	-19%	.	1.7%	.
CC1CCCC(C)N1/N=C/c1cc(Br)c(O)c(Br)c1 (stereo not given)	15%	.	-13%	.	-4%
CCC(Oc1cccc(Cl)c1)C(=O)N1CCCN(C)CC1 (stereo not given)	-11%	-7%	-5%	1.1%	-7%
Nc1nc(-c2ccc(NC(=O)c3ccco3)cc2)cs1	4%	-2%	2%	0.4%	6%
N/C(=N\OCC(=O)Nc1ccccc1)c1nonc1N	2%	3%	6%	i	2%
CC/C(=N\NC(=O)c1ccc(N2CCCC2=O)cc1)c1ccccc1	-4%	-4%	27%	0.8%	-5%
CC(C)CC1(C(=O)NCCN2CCOCC2)C=CCN1C(=O)c1ccccc1 (stereo not given)	-2%	5%	-21%	0.2%	-9%
CCOC(=O)N1CCN(C(=O)c2cc(OC)cc(OC)c2)CC1	7%	-2%	3%	0.2%	-8%
CCOC(=O)c1ccc(N=c2sc(C(=O)OC)cc(=O)n2-c2ccc(C(=O)OCC)cc2)cc1	?	3%	70%	11%	-6%
COc1ccc(OC)c2c1sc(=NC(=O)C1COc3ccccc3O1)n2C (stereo not given)	11%	11%	-8%	i	3%
O=C1c2cccc3cccc(c23)C(=O)N1c1nccs1	-3%	1%	-1%	2.4%	-2%
Cc1ccc(C)c2sc(N)nc12	8%	11%	8%	2.0%	10%
CN(C)C1(CNC(=O)Nc2ccc(Cl)c(Cl)c2)CCCCC1	11µM*	-1%	61%	i	7%
Cc1cccc([C@@H]2[C@@H]3C(=O)N(Cc4ccccc4)C(=O)[C@@H]3[C@]3(CC(C)C)C(=O)N(c4cccc(F)c4)C(=O)N23)c1	0%	6%	43%	0.4%	-6%
c1cn2cc(CN3CCOCC3)nc2s1	6%	3%	-2%	3.5%	-10%
CCS(=O)(=O)c1ccc2oc(SCC(=O)NC(C)C3CC4CCC3C4)nc2c1 (stereo not given)	-3%	-7%	6%	0.6%	5%
Cc1[nH]nc2c1[C@@H](c1ccccc1[N+](=O)[O-])C(C#N)=C(N)O2	5%	-10%	-2%	2.2%	5%
COc1ccccc1N1C(=O)CC(N2CCN(c3ccc(Cl)cc3)CC2)C1=O (stereo not given)	-36%	-29%	11%	i	-4%
Fc1cccc(Cl)c1CSc1nnc(-c2ccncc2)o1	6%	3%	77%	1.8%	-1%
COc1c(F)c(F)c(C(=O)Nc2cccc(Cl)c2N2CCOCC2)c(F)c1F	-3%	-1%	-8%	5.0%	-1%
COc1ccc(-n2cc(CNCC3CCOCC3)c(-c3cccc(F)c3)n2)cc1	6%	5%	53%	i	-7%
Cc1ccc(S(=O)(=O)n2ccc(OC(=O)c3cccs3)n2)cc1	2%	7%	13%	0.9%	0%
Cc1nnc2ccc(N3CCOCC3)nn12	5%	3%	-13%	0.7%	6%
CN1CCN(C(=O)c2cnn(-c3ccccc3)c2NC(=O)c2cccs2)CC1	6%	-6%	13%	1.0%	4%
CCSc1nnc(NC(=O)c2nc3nc(C)cc(C)n3n2)s1	-7%	1%	-3%	2.2%	6%
Cc1cc(C)c(S(=O)(=O)ON2C(=O)c3ccccc3C2=O)cc1C	-7%	1%	7%	2.4%	0%
CC(C)C[C@H]1C(=O)N2CCCC2[C@]2(O)O[C@](NC(=O)[C@@H]3C=C4c5cccc6[nH]cc(c56)CC4N(C)C3)(C(C)C)C(=O)N12 (stereo not given in full)	64%	10%	29%	0.3%	-14%&-41%
Nc1ccc2nc(SCc3ccc([N+](=O)[O-])cc3)sc2c1	54%	7%	30%	i	6%
COc1ccccc1C(=O)NCCC(=O)NCc1ccccn1	-7%	-8%	-21%	1.5%	.

6 entries out of the list, sorted by molecular weight, low to high.
SMILES	M. tuberculosis HTS	H1N1 NS1A inhibition	tuberculosis growth	VEEV TC-83 Vero	PhoP GFP inhibition	others
Nc1ccc2nc(SCc3ccc([N+](=O)[O-])cc3)sc2c1	54%	7%	30%	i	6%
Fc1cccc(Cl)c1CSc1nnc(-c2ccncc2)o1	6%	3%	77%	1.8%	-1%
CCSc1nnc(NC(=O)c2nc3nc(C)cc(C)n3n2)s1	-7%	1%	-3%	2.2%	6%
COc1c(F)c(F)c(C(=O)Nc2cccc(Cl)c2N2CCOCC2)c(F)c1F	-3%	-1%	-8%	5.0%	-1%
CCS(=O)(=O)c1ccc2oc(SCC(=O)NC(C)C3CC4CCC3C4)nc2c1 (stereo not given)	-3%	-7%	6%	0.6%	5%
CC(C)C[C@H]1C(=O)N2CCCC2[C@]2(O)O[C@](NC(=O)[C@@H]3C=C4c5cccc6[nH]cc(c56)CC4N(C)C3)(C(C)C)C(=O)N12 (stereo not given in full)	64%	10%	29%	0.3%	-14%&-41%

Continuation:
SMILES	M. tuberculosis HTS	H1N1 NS1A inhibition	tuberculosis growth	VEEV TC-83 Vero	PhoP GFP inhibition	others
NS(=O)(=O)c1ccc(CNC(=O)CC23CC4CC(CC(C4)C2)C3)cc1	-2%	-4%	12%	0.6%	-21%
Cc1ccc(C)c(OCCn2ccnc2)c1	-5%	-18%	1%	i	-3%
O=C(Cc1cccs1)N1CCN=C1SCc1ccccc1Cl	10%	-9%	20%	4.1%	-10%
N#CCCN(Cc1cccnc1)C(=S)NC(=O)c1ccccc1	-2%	-19%	11%	i	.
CS(=O)(=O)Nc1ccc(C(=O)NCc2ccco2)cc1	2%	0%	16%	1.3%	-9%
CN(C(=O)c1cccc(NC(=O)Cc2ccc(NC(=O)C3CCN(S(=O)(=O)c4cccc([N+](=O)[O-])c4)CC3)cc2)c1)C1CC1	.	0%	.	0.1%	.
COc1ccc(S(=O)(=O)NCC2CCCN(Cc3ccc(O)cc3)C2)cc1 (stereo not given)	2%	3%	9%	0.5%	4%
COC(=O)c1ccc(S(=O)(=O)NCc2ccc(S(N)(=O)=O)cc2)n1C	-8%	10%	6%	i	5%
O=C(CCSCCc1ccccn1)Nc1nccs1	-5%	-3%	1%	1.2%	.
CC(C)Cc1nnc(NC(=O)CSc2nc(O)c(-c3ccccc3)c(=O)[nH]2)s1	37%	5%	3%	0.6%	-17%
O=C(OCc1ccc([N+](=O)[O-])cc1)C1CC(=O)N(c2ccccc2)C1 (stereo not given)	-2%	5%	20%	0.1%	-6%
N#Cc1ccc(CN2CCN(C(=O)c3cn(Cc4ccccc4)nc3-c3cccnc3)CC2)cc1	-5%	-5%	20%	0.5%	.
Cn1nc(C(=O)NC2CCC(O)CC2)c2ccccc2c1=O (stereo not given)	-10%	-14%	-14%	1.3%	.
O=C(CCCOc1ccccc1)N1CCN(c2ccccn2)CC1	3%	13%	4%	4.3%	20%
O=C(Nc1ccccc1[N+](=O)[O-])C1COc2ccccc2O1 (stereo not given)	4%	13%	66%	1.8%	-10%
CC1CCC(NC(=O)CNC(=O)Cc2cccc3ccccc23)CC1 (stereo not given)	-3%	-2%	8%	1.7%	4%
CCOC(=O)CC(NC(=O)c1ccccc1F)c1ccc(C)cc1 (stereo not given)	6%	-6%	10%	i	2%
Cc1cc(N2CCCC2=O)cc(C)c1CN1C(=O)c2ccccc2C1=O	-11%	3%	-1%	0.8%	-11%
Cc1ccc(C2(c3noc(CN(C)CCCN4CCOCC4)n3)CCCC2)cc1	4%	.	27%	.	-9%
COc1ccc(Cl)cc1NC(=O)NCc1ccc2c(c1)OCO2	0%	-14%	-11%	i	-9%
Cc1ccc(-c2nnn(CC(=O)N(c3ccc(F)cc3)C(C(=O)NC3CCCC3)c3ccncc3)n2)o1 (stereo not given)	-7%	7%	-5%	0.6%	2%
CC(=O)Nc1c(-c2ccc(Cl)cc2)c(=O)c2ccccc2n1C	-5%	-3%	-18%	3.5%	1%
CC(Nc1cccnc1)=C(C#N)C#N	3%	-8%	10%	i	-3%
O=C(Nc1ccc2oc(-c3ccc4ccccc4c3)nc2c1)c1ccc2c(c1)OCCO2	-5%	-1%	7%	6.5%	-12%
CCCCCC(=O)N1CCN(S(=O)(=O)c2ccc3c(c2)OCCO3)CC1	-3%	-15%	-13%	1.0%	4%
O=C(C1CCC1)N1CCN(S(=O)(=O)c2ccc(Br)cc2Cl)CC1	100%	-11%	5%	4.4%	-5%
CC1=C(C(=O)Nc2ccccc2)C(c2ccco2)NC(=O)N1 (stereo not given)	7%	-6%	-4%	0.7%	-1%
CCn1nnc(NC(=S)NC(=O)c2ccc(-c3cccc(Cl)c3)o2)n1	26%	.	?	5.3%	8%
COC(=O)c1cccc(Nc2cc(C)nc(-c3ccccc3O)n2)c1	-2%	-10%	-18%	12%	-10%
Cc1ccc(CNC(=O)C2C3C=CC(C3)C2C(=O)O)cc1 (stereo not given)	2%	1%	-6%	4.7%	2%
O=C(COC(=O)c1cc(S(=O)(=O)N2CCOCC2)ccc1F)Nc1c(Cl)cccc1C(F)(F)F	-3%	-3%	-3%	1.8%	3%
Cc1ccc(-c2cc(C(F)(F)F)n3nc(C(=O)Nc4c(C)n(C)n(-c5ccccc5)c4=O)cc3n2)cc1	-4%	1%	18%	1.3%	-8%
N#CC1=C(N)OC2=C(CCc3ccccc32)C1c1ccccc1Cl (stereo not given)	2%	-4%	17%	9.3%	-3%	VEEV TC-83 Vero 10K pilot screen=13
COc1ccc(-c2c3c(=O)n(C)c(=O)n(C)c3cn2-c2cccc(OC)c2)cc1	-9%	-13%	32%	1.8%	-2%
CCOC(=O)C1(CC/C(C)=N\NC(N)=O)CC(C)OC1=O (stereo not given)	-2%	-4%	-7%	0.3%	-1%
Cc1ccccc1CC1(CO)CCCN(C(=O)c2cccc(Cl)c2)C1 (stereo not given)	17%	-36%	6%	1.6%	-8%
CCN(C(=O)c1cccc(Br)c1)c1ccccc1	4%	-7%	16%	1.3%	4%
O=C(NCCc1ccc(C(F)(F)F)cc1)C1CCC(=O)N(CCCN2CCCC2=O)C1 (stereo not given)	3%	-7%	1%	0.6%	-5%
COc1ccc(C2=NC(C)(C)Cc3cc(OC)c(OC)cc32)cc1OC	-1%	-7%	-5%	i	-4%
O=C(c1ccc2c(=O)n(Cc3ccc4c(c3)OCO4)c(=O)[nH]c2c1)N1CCN(c2ccccc2)CC1	-1%	-8%	4%	0.4%	-2%
Cc1ccc(OCC(=O)N2CCC3(CC2)CC(=O)c2ccccc2O3)cc1	-12%	-4%	17%	0.8%	5%
COc1cccc(NC(=O)Cn2c(CCC(=O)O)ccc2-c2cccs2)c1	1%	-13%	2%	0.6%	0%
Cc1nn(CC#N)c(=O)n1-c1ccccc1F	-4%	7%	-10%	0.5%	1%
COc1ccc(CCNC(=O)C(=O)NCC2OCCN2S(=O)(=O)c2ccc(Cl)cc2)cc1OC (stereo not given)	-5%	3%	22%	1.2%	11%	VEEV TC-83 Vero 10K pilot screen=0.9
CC(=O)N1CCc2cc(C(=O)CN3CCC(C)CC3)ccc21	-3%	6%	9%	0.5%	6%
CCN1CCN(CCCOc2ccccc2-c2ccccc2)CC1	-8%	-12%	56%	1.2%	-3%
CCOC(=O)/C(C#N)=C\c1c(OCC)n(CC)c2ccccc12	-6%	2%	9%	5.2%	1%
O=C(CSCc1ccc(F)cc1)NCc1ccc(F)cc1	-1%	3%	46%	0.1%	6%
CN(CC(=O)Nc1ccccc1Br)C(=O)c1cccc(S(=O)(=O)NCc2ccccc2)c1	3%	2%	5%	2.4%	-4%
COc1ccc(S(=O)(=O)Nc2cccc(F)c2C)cc1C(=O)N1CCOCC1	0%	-4%	4%	i	2%
CCOC(=O)C1C(c2ccccc2Cl)NC(=O)N(C)C1(O)C(F)(F)F (stereo not given)	-3%	1%	0%	2.3%	-5%	VEEV TC-83 Vero 10K pilot screen=0.0
O=C(CSc1nc2ccccc2s1)Nc1ccc(Cl)c(C(=O)O)c1	2%	10%	13%	1.0%	-8%
CC(C)[C@H](NC(=O)C1CCCC1)c1nc2ccccc2[nH]1	-6%	2%	13%	0.4%	-2%
CCN(CC)CCCNc1ncnc2scc(-c3ccc(F)cc3)c12	-1%	1%	17%	i	2%
O=C(CNC(=O)c1cccc(F)c1)N/N=C/C=C/c1ccccc1	8%	-8%	11%	i	-16%
Cc1cccc(OCC(=O)NCCCNC(=O)c2ccc(C)nc2)c1	1%	-1%	26%	2.2%	22%
COc1ccc(Oc2ccccc2/C=N/O)cc1	9%	-9%	0%	4.1%	13%
